# XIAP antagonists = small molecules displacing peptide from XIAP – biochemical, IAP family, fluorescence polarization (AID 1018) | XIAP BIR domain, fluorescence polarization peptide displacement; higher % means a stronger effect | 0.007% of 200,000 active | displacement, % at 20 µM; hits with a dose series show IC50 in µM; in the data active = displacement above about 50%; also: a part of the inactive calls stands beside numbers as strong as those of hits
# P. falciparum M1AAP = P. falciparum M1AAP inhibitors, biochemical, fluorogenic H-Leu-NHMec substrate, 1536-well (AID 1445). recombinant M1AAP, H-Leu-NHMec fluorogenic kinetic assay; higher % means a stronger effect. inhibition, % at 30 µM; hits with a dose series show IC50 in µM. 0.42% of 220,000 active;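 active = primary inhibition above the hit cutoff, then over 50% inhibition at one or more dose response concentrations, cut at about 23% in these data, passing the limit was not always enough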;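 also: plate controls were DMSO full reaction for no effect and no enzyme background for full effect; strong numbers were not always called active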
# human PMI inhibition = inhibitors of human PMI, primary screen, biochemical, fluorescence intensity, coupled assay (AID 1209); purified PMI enzyme, coupled fluorescence intensity; higher % means a stronger effect; 0.42% of 190,000 active; inhibition, % at 20 µM; hits with a dose series show IC50 in µM;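 also: plate controls were DMSO vehicle for no effect and wells lacking substrate for full effect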
# LYP phosphatase = PTPN22 lymphoid phosphatase activity blockers – biochemical, fluorescence intensity, uHTS (AID 1779) | inhibition, % at 11.5 µM, or IC50 in µM where a hit was titrated | recombinant LYP phosphatase, fluorescence intensity; higher % means a stronger effect | 0.054% of 290,000 active;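 also: plate controls were vehicle with enzyme for no effect and no enzyme for full effect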
# TNAP activators = stimulation of alkaline phosphatase TNAP activity – biochemical, luminescent, no phosphate acceptor, uHTS, primary screen (AID 1001); purified TNAP, luminescent activation assay, no phosphate acceptor; higher activation fold means a stronger effect; one-dose activation fold at 20 µM; EC50 in µM for titrated hits; 0.03% of 200,000 active; in the data active = activation fold from about 3, or a potency from the dose series; inactive = the rest, 99 in 100 with activation fold below about 1.6; also: many of its hits are not listed in these tables
# Yfh1-depleted yeast = enhancers of respiration in Yfh1-depleted yeast, dose response, Friedreich's ataxia, plus single-dose screen (AID 1465). S. cerevisiae Yfh1-off respiration, WST-1 reduction, 72 h; higher fold induction means a stronger effect. fold induction at 50 µM; hits with a dose series show EC50 in µM. 0.074% of 220,000 active;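 active = fold induction of absorbance versus untreated yeast above a set limit, then at least 30% activation at any dose in follow-up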;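 also: activators that raise dye reduction in frataxin-depleted yeast; strong numbers were not always called active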
# human PMI inhibitors = human PMI inhibitors, high substrate, primary screen, biochemical, fluorescence intensity, high mannose 6-phosphate (AID 1220); recombinant PMI enzyme, coupled fluorescence intensity; higher % means a stronger effect; inhibition, % at 20 µM, or IC50 in µM where a hit was titrated; 0.66% of 190,000 active
# WT yeast gro inh = growth inhibition of WT yeast, mitochondrial fusion screen; mitochondrial fusion phenotypic screen, WT strain; inhibition, % at 10 µM; 2.1% of 190,000 active; AID 1362; in the data active = inhibition above about 58%; tested in S. cerevisiae
# M17LAP inhibition = P. falciparum M17LAP inhibitors, primary screen, biochemical, fluorogenic H-Leu-NHMec substrate, 1536-well (AID 1619); recombinant M17LAP, H-Leu-NHMec fluorogenic kinetic assay; higher % means a stronger effect; one-dose inhibition, % at 30 µM; IC50 in µM for titrated hits; 0.38% of 220,000 active;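 active = compound inhibiting the enzyme by more than half at any dose during confirmatory dose-response retesting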;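 also: plate controls were full reaction with DMSO carrier for no effect and no enzyme background for full effect; strong numbers were not always called active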
# WT yeast gro inh mutant strain = recorded beside WT yeast gro inh, whose call it bears; inhibition, %; mitochondrial fusion phenotypic screen, mutant strain inhibition
# * hit, by the source's call; i = inactive; nt = not tested or not shown. Rule as the data show it, unless noted: active = inhibition above about 50%; inactive = the rest.
SMILES,XIAP antagonists,P. falciparum M1AAP,human PMI inhibition,LYP phosphatase,TNAP activators,Yfh1-depleted yeast,human PMI inhibitors,WT yeast gro inh,WT yeast gro inh mutant strain,M17LAP inhibition
COC(=O)CNC(=O)COC(=O)/C=C/c1ccc2ccccc2n1,-18%,3%,5%,0%,1,i,11%,-9,-8,5%
CCCCC(c1nnnn1CC1CCCO1)N1CCN(c2cccc(C)c2C)CC1 (stereo not given),-1.8%,-3%,0%,1%,1.1,i,-8%,7,14,0%
CCn1cc(C(=O)NC(=S)Nc2sc3c(c2C(=O)OC)CCCCCC3)cn1,-7.5%,-1%,4%,-12%,1.1,i,-7%,-7,-11,3%
C=CCn1c(C(C)NC(=O)c2ccccc2C)n[nH]c1=S (stereo not given),-2.7%,7%,3%,0%,1,i,2%,7,-16,22%
Cc1nn(CC(=O)N(C)C)c(=O)c2ccccc12,-6.7%,1%,10%,-6%,1.1,i,-5%,1,0,13%
Cc1c(NC(=O)Nc2ccc(Cl)cc2Cl)c(=O)n(-c2ccccc2)n1C,-4.2%,6%,-4%,4%,1,i,-2%,-12,-19,2%
CCOc1ccc(CC(=O)N2CCN=C2SCc2ccc([N+](=O)[O-])cc2)cc1,-7.1%,-2%,17%,2%,1,i,15%,15,30,-4%
Cn1c(N)c(C(=O)CSc2nc3ccccc3[nH]2)c(=O)n(C)c1=O,nt,2%,nt,-4%,nt,i,nt,nt,nt,-5%
CCN1CCN(CCNC(=O)c2ccc(/C=C3/Sc4ccccc4N(Cc4cccc(C)c4)C3=O)cc2)CC1,-39%,19%,1%,-16%,1.1,i,-11%,84*,59*,6%
COc1ccc(CN2CCC(=O)NC2=O)cc1,-3.5%,-10%,11%,-6%,1,i,10%,-13,-12,5%
Cc1csc(=Nc2ccccc2)n1CCCN1CCCC1=O,-7.1%,0%,-10%,3%,1.1,i,-3%,1,7,5%
CCCn1nc(C(=O)Oc2ccc3c(C)cc(=O)oc3c2)c2ccccc2c1=O,-17%,23%,-5%,-16%,1.1,i,-4%,1,-3,i
CCOC(=O)C1(C(F)(F)F)N=C(C(F)(F)F)Nc2cc(C)c(C)cc21 (stereo not given),-5.2%,1%,-1%,-2%,1.1,i,-7%,3,-22,-12%
Cc1ncn(C23CC4CC(CC(C4)C2)C3)n1,0.2%,1%,-10%,-6%,1.1,i,-15%,-3,-24,8%
Cc1ccc2[nH]c3c(c2c1)SC(C)(C)CC3=O,-15%,4%,3%,4%,1.1,i,9%,-14,7,2%
CCCCn1c(C(C)O)nc2ccccc21 (stereo not given),-6.8%,-3%,15%,3%,1,i,10%,13,14,-6%
Cc1ccc2c(c1)NC(=O)c1cccc([N+](=O)[O-])c1CO2,-9.9%,1%,6%,0%,1,i,5%,3,-11,-5%
COc1ccc(OC)c(-n2nnnc2SCC(=O)Nc2ccc(C(=O)N3CCCCC3)cc2)c1,-3.5%,-2%,7%,9%,1,i,2%,-10,-4,0%
CCOC(=O)C1C(=O)Nc2nc(C)nn2C1c1ccccc1 (stereo not given),-4.7%,7%,18%,-2%,1,i,17%,1,-7,-4%
Cc1ccc(NC(=O)CSc2nc(N)cc(N)n2)cc1S(=O)(=O)N1CCOCC1,nt,-2%,nt,-5%,nt,i,nt,nt,nt,12%
CCCC(=O)NC(c1ccc(N(C)C)cc1)c1c(O)ccc2ccccc12 (stereo not given),-0.7%,4%,15%,-4%,1.1,i,55%*,1,-17,1%
Cc1ccc2nc(SCC(=O)N(CC(C)C)c3c(N)n(CC(C)C)c(=O)[nH]c3=O)[nH]c2c1,-22%,-10%,2%,-3%,1.1,i,-10%,nt,nt,-8%
Cn1c2c(c(=O)n(C)c1=O)C(c1cc3c(cc1Br)OCO3)CC(=O)N2 (stereo not given),-0.9%,6%,13%,3%,1,nt,10%,11,-9,9%
CCCNc1cc(C)c(C#N)c2nc3ccccc3n12,-0.7%,-2%,19%,-9%,1.1,i,36%,-12,-9,10%
CCN(C=NC1=NN(c2cccc(C(F)(F)F)c2)CC1)CC,-2.4%,-1%,22%,-6%,1.2,i,12%,23,17,10%

# As entered above:
# Reading of CCCNc1cc(C)c(C#N)c2nc3ccccc3n12 in WT yeast gro inh mutant strain: -9
# Reading of Cc1nn(CC(=O)N(C)C)c(=O)c2ccccc12 in TNAP activators: 1.1

# More results follow.
SMILES,XIAP antagonists,P. falciparum M1AAP,human PMI inhibition,LYP phosphatase,TNAP activators,Yfh1-depleted yeast,human PMI inhibitors,WT yeast gro inh,WT yeast gro inh mutant strain,M17LAP inhibition
O=C1Cc2ccccc2C(=O)N1OCc1ccc(Cl)cc1,-11%,10%,-32%,-7%,1,i,46%,12,1,18%
Cn1c(N=Nc2ccc(N3CCOCC3)cc2)[n+](C)c2ccccc21,-4.3%,7%,15%,1%,0.5,i,28%,71,78,9%
NC(=O)N/N=C/c1cn(-c2ccccc2)nc1-c1cccnc1,nt,6%,nt,-6%,nt,i,nt,nt,nt,-4%
N#CC1=C(N)Oc2n[nH]c(-c3cccs3)c2C1C1CCCCC1 (stereo not given),-8.5%,1%,8%,-5%,0.8,i,3%,12,6,12%
COCCCNC(=O)C1CCN(c2ncccn2)CC1,-18%,0%,6%,-8%,1.1,i,3%,2,0,-2%
CCCCOC(=O)c1cccc(NC(=O)CC)c1,-2.7%,3%,-6%,1%,1.1,i,-9%,11,2,11%
CN(c1ccccc1)S(=O)(=O)c1cccc(C(=O)N2CCN(c3ccccn3)CC2)c1,-6.2%,7%,4%,-7%,1,i,14%,-3,-18,-3%
O=C1c2ccsc2SCCN1Cc1ccc(Cl)cc1Cl,-4.2%,0%,16%,-2%,1,i,20%,-14,10,5%
Cc1ccccc1NC(=O)CN1C(=O)NC2(CCCCC2)C1=O,-6.0%,0%,6%,-8%,1.1,i,5%,-7,-4,72µM*
Cc1cc(C)c2c(n1)SCC(=O)N2CC(=O)NCCC1=CCCCC1,-1.8%,11%,3%,2%,1.1,i,4%,10,9,3%
CN(Cc1ccccc1)C(=O)CCNC(=O)Cn1cnc2ccccc2c1=O,0.2%,4%,-2%,-6%,1,i,-7%,-5,-8,-4%
O=C(Oc1ccc2[nH]cc(CCN3C(=O)c4ccccc4C3=O)c2c1)c1ccco1,-20%,-2%,21%,0%,1.1,i,21%,31,16,0%
Cn1c(SCC(=O)c2cc3ccccc3o2)nnc1-c1ccccc1,-2.9%,10%,-4%,3%,1,i,-16%,8,9,10%
CCn1c(COc2cccc(OC)c2)nnc1SCC(=O)N1CCOCC1,-5.9%,-2%,7%,-1%,1,i,13%,5,-4,12%
O=C(CSc1nnc(CNC(=O)c2ccccc2F)o1)c1ccc(Cl)cc1,-1.9%,6%,6%,-10%,1,i,2%,-8,38,2%
O=C(Nc1nc(-c2nc3ccccc3s2)cs1)c1ccc(S(=O)(=O)N2CCOCC2)cc1,-7.2%,-2%,14%,-8%,1,nt,0%,-5,-17,-3%
COc1ccc2nc(C)cc(SCC(=O)N/N=C/c3ccc(O)cc3O)c2c1,-11%,22%,-4%,-4%,1.8,i,-11%,0,13,6%
COc1ccc(C(=O)c2cc3c(cc2[N+](=O)[O-])OCCO3)cc1,-5.3%,-4%,22%,-6%,1,i,20%,-14,-5,6%
COc1nc(OCC#N)nc(N(C)C)n1,-4.5%,6%,6%,-8%,1.1,i,0%,-4,5,-2%
COc1ccc(C(=O)c2c[nH]c(C(=O)N=CN(C)C)c2)cc1,-7.3%,10%,-6%,8%,1.1,i,-3%,-14,11,1%
O=C(Cn1nnc(-c2ccc(N3CCOCC3)cc2)n1)OC1CCCCC1,-23%,10%,9%,0%,1,i,13%,2,3,3%
Cc1cc(OCCOCCN2CCCC2)ccc1C(C)C,-4.8%,-6%,6%,-8%,1.2,i,2%,13,15,10%
CCCN1C(=O)c2ccccc2NC1c1ccc(C)cc1 (stereo not given),0.3%,5%,-1%,-12%,1.2,i,3%,-3,4,-16%
O=C(CN(Cc1ccccc1)C(=O)c1cccc([N+](=O)[O-])c1)Nc1c(Cl)cc(Cl)cc1Cl,-5.4%,5%,4%,-1%,1,i,-5%,-11,7,-2%
COc1ccc(-n2ncc3c(N4CCc5ccccc54)ncnc32)cc1,-4.4%,-4%,7%,-3%,1.1,i,-4%,15,13,-5%
# (list continues)
SMILES,XIAP antagonists,P. falciparum M1AAP,human PMI inhibition,LYP phosphatase,TNAP activators,Yfh1-depleted yeast,human PMI inhibitors,WT yeast gro inh,WT yeast gro inh mutant strain,M17LAP inhibition
CC1(O)N(CCC(=O)Nc2cccc(F)c2)C(=O)OC12CCCCC2 (stereo not given),-5.9%,3%,-5%,-5%,1.2,i,-3%,5,10,-4%
C=CCSc1nnc(-c2cc3c(s2)-c2ccccc2CC3)o1,-2.6%,21%,11%,-24%,1,i,9%,66*,45*,6%
O=S(=O)(N1CCCCCC1)N1CCN(S(=O)(=O)N2CCCCC2)CC1,-3.6%,6%,-10%,-4%,1.1,i,-13%,4,-19,-8%
Cc1cccc2sc(NNC(=O)c3cc(=O)c4ccccc4o3)nc12,-3.9%,-3%,15%,-3%,2.1,nt,20%,8,2,2%
NC(=S)N/N=C/c1coc2ccc(Br)cc2c1=O,nt,16%,nt,-3%,nt,i,nt,nt,nt,4%
CCCCn1c(CN2C(=O)c3ccccc3C2=O)nc2ccccc2c1=O,8.3%,13%,11%,-4%,1.1,i,7%,-14,5,4%
Cc1cc(S(=O)(=O)NCc2cccnc2)ccc1-n1cnnn1,-14%,-4%,13%,-1%,1.1,i,5%,16,-9,1%
CCC(C)NCCOc1cccc(Br)c1 (stereo not given),-5.7%,-4%,0%,-8%,1,i,-9%,12,11,-2%
O=C(OCC(=O)N1CCCC1=O)C1COc2ccccc2O1 (stereo not given),-4.4%,6%,-5%,-6%,1.1,i,-5%,8,-5,-6%
CN(C)CCOC(=O)CCCCCCCCC(=O)OCCN(C)C,nt,-1%,nt,-10%,nt,i,nt,nt,nt,-10%
CC(=O)N(C)c1ccc(NS(=O)(=O)c2cc(Cl)ccc2Cl)cc1,-2.5%,14%,-1%,-5%,1,i,-2%,-9,-20,-12%
O=C(NC(=S)NCc1cccnc1)c1cccc2ccccc12,-5.0%,1%,12%,-5%,1.1,i,2%,-14,-12,7%
Cc1ccc(C(=O)CCNc2ccc(Br)cc2)o1,-2.0%,0%,3%,-8%,1.1,i,-3%,15,16,4%
CCn1c(SCC(=O)N/N=C/C(C)=C/c2ccco2)nnc1-c1ccccc1,-5.5%,7%,10%,-1%,0.9,i,43%,-5,-1,22%
CCn1c(SCc2ccc(OC)cc2)nnc1-c1ccncc1,-3.1%,6%,-1%,1%,1.1,i,1%,-5,14,-2%

# Part of the list above, limited to Yfh1-depleted yeast, P. falciparum M1AAP and human PMI inhibitors.
structure,Yfh1-depleted yeast,P. falciparum M1AAP,human PMI inhibitors
CCC(C)NCCOc1cccc(Br)c1 (stereo not given),i,-4%,-9%
Cc1ncn(C23CC4CC(CC(C4)C2)C3)n1,i,1%,-15%
CN(c1ccccc1)S(=O)(=O)c1cccc(C(=O)N2CCN(c3ccccn3)CC2)c1,i,7%,14%
Cc1ccc2[nH]c3c(c2c1)SC(C)(C)CC3=O,i,4%,9%
CCCN1C(=O)c2ccccc2NC1c1ccc(C)cc1 (stereo not given),i,5%,3%
Cc1ccc(C(=O)CCNc2ccc(Br)cc2)o1,i,0%,-3%
